Screening results (PubChem)
Jurkat NFkB inh: inhibitors of the PMA/ionomycin-induced NF-kB reporter in Jurkat cells. PMA/ionomycin-induced NF-kB luciferase reporter, luminescence. inhibition, % at 4 µM. actives 0.53% (n = 330,000)
UBC13 inh: blocks human UBC13 polyubiquitin chain formation; P61088; TR-FRET; inhibition, % at 20 µM; actives 0.47% (n = 330,000); AID 485273; in the data active = inhibition above about 45%, passing the limit was not always enough
Target sequence (P61088 whole entry, looked up): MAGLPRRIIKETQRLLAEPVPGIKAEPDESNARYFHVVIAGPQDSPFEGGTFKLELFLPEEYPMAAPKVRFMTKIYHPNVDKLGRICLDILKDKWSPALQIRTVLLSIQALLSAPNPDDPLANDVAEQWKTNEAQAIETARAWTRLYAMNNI
Apaf-1 inh: human Apaf-1 inhibition; O14727; reconstituted apoptosome caspase-3 activity, DEVD-Rh110 fluorescence; inhibition, % at 20 µM; actives 0.71% (n = 330,000); active = inhibition of at least 40% at 20 µM;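 also: plate controls were DMSO wells for no effect and DEVD-CHO caspase inhibitor wells for full effect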
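Material: biochemical Apaf-1 apoptosome reconstitution. Medium: Hepes buffer, pH 7.5. Also added: cytochrome c activation, bis-DEVD rhodamine 110 substrate. Timing: 30 min compound preincubation, 50 min activation, room temperature. Measured by: rhodamine 110 fluorescence at Ex 480/Em 540 nm.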
697 NFkB inh: lowers PMA/ionomycin-induced NF-kB signal in 697 B cells; inhibition, % at 4 µM; actives 0.33% (n = 330,000); 697 B-cell NF-kB luciferase reporter, 16 h; AID 435022; in the data active = inhibition above about 35%
SENP8 block: SENP8 protease inhibition | inhibition, % at 10 µM | actives 1.2% (n = 330,000) | purified SENP8, Z-RLRGG-aminoluciferin cleavage, luminescence
Target sequence (Q96LD8 whole entry, looked up): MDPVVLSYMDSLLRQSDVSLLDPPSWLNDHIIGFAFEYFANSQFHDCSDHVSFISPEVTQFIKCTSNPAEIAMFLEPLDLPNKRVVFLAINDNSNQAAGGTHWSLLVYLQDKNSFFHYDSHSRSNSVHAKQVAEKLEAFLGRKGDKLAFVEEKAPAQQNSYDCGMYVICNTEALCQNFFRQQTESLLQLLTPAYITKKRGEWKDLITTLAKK
HKDC1 inh: blocks human hexokinase HKDC1 activity; actives 0.16% (n = 340,000); inhibition, % at 20 µM; recombinant HKDC1, G6PDH/diaphorase resazurin coupled fluorescence; AID 493160; Q2TB90;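 active = inhibition above about 35% when tested at 20 µM, limit read from the data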;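 also: plate controls were DMSO wells with enzyme for no effect and DMSO wells lacking enzyme for full effect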
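System: Recombinant HKDC1 hexokinase | Amount: HKDC1 at 5 µg/mL | Reagent: Glucose with 1 mM ATP | Doses: Single 20 µM dose | Incubation: Reaction time 90 min, room temperature, protected from light | Signal: Coupled resazurin fluorescence, excitation 525 nm, emission 613 nm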
Gli-Sufu antag: blocks Gli-Sufu signaling in a luciferase reporter. Sufu-KO-LIGHT fibroblasts, Gli luciferase reporter luminescence. inhibition, % at 5 µM. actives 0.74% (n = 340,000). AID 588413;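 active = inhibition above about 55%, limit read from the data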;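 also: 0% = DMSO-treated cells and 100% = wells with medium but no cells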
SENP7 inh: blocks the human protease SENP7; AID 434973; inhibition, % at 5 µM; recombinant SENP7, Z-RLRGG-aminoluciferin luminescence, 40 min; actives 1.5% (n = 330,000);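 active = inhibition above about 50% at the single test dose, limit read from the data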;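 also: plate controls were DMSO with enzyme for no effect and no enzyme buffer wells for full effect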
Target sequence (Q9BQF6 706-1050 limits assumed): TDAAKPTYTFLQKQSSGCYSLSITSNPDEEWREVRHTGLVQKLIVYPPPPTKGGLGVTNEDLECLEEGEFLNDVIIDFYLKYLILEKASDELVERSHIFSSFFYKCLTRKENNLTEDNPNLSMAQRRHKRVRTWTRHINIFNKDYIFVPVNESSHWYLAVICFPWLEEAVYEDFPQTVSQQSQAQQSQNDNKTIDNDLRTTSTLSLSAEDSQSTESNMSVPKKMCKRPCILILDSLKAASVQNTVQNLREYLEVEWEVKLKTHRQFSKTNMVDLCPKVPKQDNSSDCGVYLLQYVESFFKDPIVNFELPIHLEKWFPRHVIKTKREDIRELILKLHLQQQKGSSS
Active calls of the source: *; x = not tested or not shown. Rule as the data show it, unless noted: active = inhibition above about 50%; inactive = the rest.

SMILES	Jurkat NFkB inh	UBC13 inh	Apaf-1 inh	697 NFkB inh	SENP8 block	HKDC1 inh	Gli-Sufu antag	SENP7 inh
CCOC(=O)c1sc(=S)n(-c2ccc3c(c2)OCO3)c1N	5	-7	3	-1	-1	4	-3	4
COc1cc(C(=O)NCc2nc(C)cs2)ccc1OC1CCN(C(C)=O)CC1	5	-2	-14	-25	-5	-4	-8	7
O=C(CN1C(=O)C2CCCCC2C1=O)OCC(=O)c1ccc(F)cc1 (centres undefined)	-7	0	6	3	-19	-5	0	1
COc1cc(/C=C2\SC(=Nc3ccc(Cl)c(C(=O)O)c3)NC2=O)c(Br)c(Br)c1O	-14	-127	1	-12	9	40*	22	0
COc1ccc(OC)c(/C=N\NC(=O)c2ccc(COc3ccc(C)cc3[N+](=O)[O-])o2)c1	-19	-14	1	2	3	-2	9	0
O=C1CN(C(=O)c2cccc([N+](=O)[O-])c2)CC(=O)N1	6	1	-9	11	12	-6	0	5
CN(C)S(=O)(=O)c1cccc(NC(=O)COC(=O)c2cc(=O)c3ccccc3o2)c1	-10	-15	3	10	-15	-5	8	-8
CCOC(=O)c1ccc(NC(=O)c2c(N)n(Cc3ccccc3)c(=O)[nH]c2=O)cc1	7	-24	12	5	-12	-8	9	-18
FC(F)(F)c1ccc(NC(=S)NC2CCCCC2)cc1	-49	2	9	-15	1	0	-19	-4
Cc1c(C(=O)N/N=C/c2ccccn2)nnn1-c1nonc1N	-44	-8	7	-27	-13	2	11	-17
c1ccc(Nc2nc(N3CCNCC3)nc(N3CCOCC3)n2)cc1	-22	12	19	15	-2	-2	-1	1
CNC(=O)c1ccc(NC(=O)c2cccc(C(F)(F)F)c2)cc1	0	3	-8	40*	2	-4	1	3
O=C(NC1CCCC1)C(c1ccco1)N(C(=O)c1ccco1)c1ccc(F)cc1 (centres undefined)	2	3	3	-5	-7	1	7	2
CCOC(=O)c1cnc2c(Cl)cccc2c1NCCN1CCOCC1	-2	-6	1	27	-11	-2	1	-3
Cc1ccccc1C(=O)Nc1ccc2c(C#N)c3nc4ccccc4nc3n2c1	0	-131	27	-9	24	37*	9	10
OC[C@H]1NC[C@@H](O)[C@@H]1O	7	3	0	14	-1	-7	-2	1
CCOc1c(Nc2cccc(Cl)c2)c(=O)c1=O	0	3	-5	3	-14	5	-8	-3
CCc1ccc2oc(-c3ccc(N)cc3)nc2c1	-240	15	5	-330	90*	-7	-63	97*
COc1ccccc1N1C(=O)c2ccc(C(=O)Nc3cccc(C(C)=O)c3)cc2C1=O	3	2	16	1	-3	-3	0	7
CC1(C)CC(NC(=O)c2ccc3c(c2)OCO3)CC(C)(C)N1	8	7	0	-5	-3	-9	7	1
CCn1ccnc1CN(C)Cc1cn(-c2ccccc2)nc1-c1ccc(OC)cc1F	-6	-10	11	-35	-10	0	0	-2
Cc1cc(C)n(CCn2nc(C)cc2C)n1	2	3	-1	15	4	-4	6	-1
O=C(NCc1ccccc1Cl)C(=O)NCC1CCCN1S(=O)(=O)c1cccs1 (centres undefined)	13	-3	13	4	3	-2	1	1
COC(=O)c1ccc(C(=O)Nc2nnc(-c3cccnc3)o2)cc1	0	-19	5	-17	-7	x	x	-13
C=C(C)Cn1c(-c2ccccc2)nc2ccccc21	0	-5	7	1	-9	2	0	-1

Other entries:
SMILES	Jurkat NFkB inh	UBC13 inh	Apaf-1 inh	697 NFkB inh	SENP8 block	HKDC1 inh	Gli-Sufu antag	SENP7 inh
O=C(CCC1N=C2c3ccccc3N=C(SCc3ccc(F)cc3)N2C1=O)NCc1ccco1 (centres undefined)	7	6	23	-51	-1	2	5	9
CN1CCN(S(=O)(=O)c2cccc(C(=O)Nc3nccs3)c2)CC1	2	-8	-1	2	2	-2	-7	0
COc1ccccc1CNC1CCN(Cc2ccccc2)CC1	9	6	-8	8	4	-3	-6	-4
CC(C)C(NC(=O)/C=C/c1ccc(F)cc1)C(C)C	14	3	-5	-1	0	-7	-3	9
CC(=O)COc1cc2c(-c3cc4ccccc4o3)cc(=O)oc2cc1C	-1	-7	7	-33	7	1	17	11
Cc1ccc(N2C(=O)c3ccccc3C2Nc2ccccc2F)nc1 (centres undefined)	-12	8	7	-1	-2	5	5	13
CCN(CC)CCN(Cc1cc2cc3c(cc2[nH]c1=O)OCCO3)C(=S)NC	-15	3	1	-6	-8	3	5	11
COc1cccc(C2SCC(=O)N2c2ccc(Br)cc2)c1OC (centres undefined)	12	-5	17	10	-14	-7	8	4
CCCCN(C)C(=O)C1CCC(CNS(=O)(=O)c2ccc3c(c2)CC(C)N3C(C)=O)CC1 (centres undefined)	3	7	-3	-7	1	-2	9	5
CC[C@@H]1C/C=C\Cc2ccccc2[C@@H](C(=O)C[C@@H](O)CC(C)=O)OC1=O	-3	2	-9	-2	-12	-2	-2	-15
COc1ccccc1C(=O)NC(=O)CSc1nnc(C)s1	13	0	6	11	-3	2	7	1
CS(=O)(=O)c1ccc(Cl)c(C(=O)O)c1	-5	-6	1	-12	-6	-5	0	-5
Cc1nc2scc(C)n2c(=O)c1S(=O)(=O)N1CCN(c2ccc(F)cc2)CC1	5	-11	2	-43	0	-5	9	12
CC(C)(C)C1=C[C@@H](CO)C[C@@H](CO)C1	0	4	-3	-3	-2	-9	13	10
Cc1ccc(NC(=O)C2(c3ccccc3)CCOCC2)c([N+](=O)[O-])c1	-3	3	3	15	-3	-2	-10	0
CCCCC1C2C(=O)N(c3ccc(C)cc3)C(=O)C2ON1c1ccccc1 (centres undefined)	-7	1	21	-30	-9	3	37	7
CCOC(=O)c1nn(-c2cccc(C)c2)cc1C(=O)c1ccccc1	-27	2	10	-48	-7	0	-6	-4
Cc1cc(OCC(=O)NC2CC(C)(C)NC(C)(C)C2)c(C)cc1Br	-4	7	2	-8	-12	-6	25	-6
Cc1[nH]nc2c1C(c1cnn(C)c1)C(C#N)=C(N)O2 (centres undefined)	-3	-16	3	7	2	-6	21	1
Cn1c(=O)n(C)c2cc(/C=N/NC(=S)NCc3ccccc3)ccc21	8	-5	8	13	8	-5	4	2
Cc1nnc(SCc2nc(N)nc(Nc3ccccc3)n2)s1	-18	2	1	-6	1	-6	-16	1
C/C=C(\C)C(=O)Nc1cccc(C2=NOC3(C2)C[C@@H](C(N)=O)N(C(=O)c2cc([N+](=O)[O-])cc([N+](=O)[O-])c2C)C3)c1 (some centres undefined)	-6	-10	1	9	1	10	5	2
CCSc1nc(N)c(C#N)c(-c2ccco2)c1C#N	12	11	0	-7	3	9	89*	4
Cc1c(C(=O)NCC2CCCO2)oc2c(Cl)cccc12 (centres undefined)	8	-7	1	7	-3	-2	5	-4
COC(=O)C1=C(C)N(c2ccccc2)/C(=C/c2cccs2)C1=O	4	6	-4	30	2	-5	-28	-8

Continued:
SMILES	Jurkat NFkB inh	UBC13 inh	Apaf-1 inh	697 NFkB inh	SENP8 block	HKDC1 inh	Gli-Sufu antag	SENP7 inh
CCCOc1ccc(C(O)(CCN2CCCCC2)c2ccccc2OC)cc1 (centres undefined)	-14	13	8	-10	0	2	9	1
COc1cc(CC(=O)NCc2ccccn2)cc(OC)c1OC	-9	-2	-17	-4	0	3	-3	-2
Cc1cccc(C(=O)OCC(=O)N2CC(=O)Nc3ccccc32)c1C	-4	-5	17	-5	-14	-1	-24	-6
O=S(=O)(Nc1cccc(-c2nc3cccnc3s2)c1)c1cccs1	-9	6	-4	26	-14	-6	-8	8
C=CCC(C#Cc1ccccc1)N(C)C (centres undefined)	7	4	-1	-14	-4	-6	-1	-10
O=C(c1ccccc1)N1CCN(c2ccc(NCc3ccc4c(c3)OCO4)cc2)CC1	18	-1	23	7	0	6	4	5
CCCCc1c(C)nc(Nc2ccc(OC)cc2)[nH]c1=O	4	5	7	-6	-6	-6	-5	2
Cc1ccc(CN/C=C/C(=O)c2ccc(Br)cc2)cc1	-15	1	27	-28	-4	8	-20	0
Cc1ccc(N(CC(N)=O)C2SC(=O)N(Cc3ccccc3)C2=O)cc1 (centres undefined)	14	4	-5	11	-3	-4	-5	4
COC(=O)C1CCN(C(=O)NC(C)(C)C)CC1	-7	4	-19	8	-3	0	6	-4
Fc1ccc(-c2csc(=S)[nH]2)cc1	-5	-1	0	-5	0	-3	-7	6
Cc1ccc(NC(NC(=O)c2ccccn2)C(Cl)(Cl)Cl)cc1 (centres undefined)	11	5	-4	-2	-4	-4	3	12
C=CCN1CC(=O)N2Cc3[nH]c4ccccc4c3C[C@H]2C1=O	-2	-8	6	-23	-8	-1	7	-3
COc1ccc(-n2nc3c(c2NC(=O)COc2cccc(OC)c2)CS(=O)(=O)C3)cc1	-10	-6	9	-6	-4	11	1	0
O=C(NC1CCN(C(=O)C2CCCCC2)CC1)c1ccccc1	-1	3	-20	7	5	0	49	-7
COC(=O)C1=C(C)N2C(=O)CSC2=NC1c1ccc2c(c1)OCO2 (centres undefined)	3	-1	-4	11	2	1	7	5
C=CCc1cccc(OC)c1OCCOCCNCCO	-14	-7	13	-6	-8	-1	0	-9
Cc1ccc(Cl)cc1NC(=O)CCC(=O)O	1	5	-16	14	7	-5	0	-3
COc1ccc(C(C)NC(=O)C2CCCO2)cc1OC (centres undefined)	1	8	-2	-4	-2	-7	2	-4
CCCN=C(C)c1c(-c2ccccc2)[nH]n(-c2nc3ccccc3s2)c1=O	-7	-4	22	-17	-1	9	-5	0
Cc1ccc(C(=O)N(C)CC(=O)Nc2cccc(F)c2)cc1S(=O)(=O)N1CCCCC1	0	1	9	22	14	2	7	-5
CCCCN(C)C(=O)CNC(=O)c1nn(-c2ccc(OC)cc2OC)c(=O)c2ccccc12	-11	5	0	8	1	-4	20	-5
Cc1ccc(-c2cc(C(=O)N3CCCc4ccccc43)c3ccccc3n2)cc1	2	-12	15	-21	-2	-3	-5	-2
O=C(Cn1c(=O)c2sccc2n(Cc2ccc([N+](=O)[O-])cc2)c1=O)NCCc1ccccc1	29	-4	-13	-39	-8	8	-12	1
Cc1nc2scc(C)n2c(=O)c1S(=O)(=O)Nc1ccc(N2CCOCC2)c(Cl)c1	19	-3	16	-58	2	-1	71*	10
Cc1ccc2c(C)ccc(O)c2n1	0	-5	7	-43	-6	3	-2	-8
O=C(COC(=O)c1cccnc1Cl)Nc1cc(S(=O)(=O)N2CCCCCC2)ccc1Cl	15	1	20	-33	-12	-2	-1	15
Cc1sc2nc(SCC(=O)N3CC(C)OC(C)C3)n(C)c(=O)c2c1C (centres undefined)	20	-5	6	6	5	0	9	4
Cc1cccn2c(=O)c3cc(C(=O)NC4CCCC4)sc3nc12	18	3	5	14	-4	5	1	-5

Single records, from the list above. Values in the order: Jurkat NFkB inh, UBC13 inh, Apaf-1 inh, 697 NFkB inh, SENP8 block, HKDC1 inh, Gli-Sufu antag, SENP7 inh
`Cc1ccc(-c2cc(C(=O)N3CCCc4ccccc43)c3ccccc3n2)cc1` as listed: 2, -12, 15, -21, -2, -3, -5, -2
`Cc1cccc(C(=O)OCC(=O)N2CC(=O)Nc3ccccc32)c1C` as listed: -4, -5, 17, -5, -14, -1, -24, -6
`O=S(=O)(Nc1cccc(-c2nc3cccnc3s2)c1)c1cccs1` as listed: -9, 6, -4, 26, -14, -6, -8, 8
`Cc1sc2nc(SCC(=O)N3CC(C)OC(C)C3)n(C)c(=O)c2c1C` (centres undefined) as listed: 20, -5, 6, 6, 5, 0, 9, 4
`CCCOc1ccc(C(O)(CCN2CCCCC2)c2ccccc2OC)cc1` (centres undefined) as listed: -14, 13, 8, -10, 0, 2, 9, 1

Just HKDC1 inh, SENP8 block and Jurkat NFkB inh, for 4 of the compounds above:
smiles	HKDC1 inh	SENP8 block	Jurkat NFkB inh
Cc1nc2scc(C)n2c(=O)c1S(=O)(=O)Nc1ccc(N2CCOCC2)c(Cl)c1	-1	2	19
Cc1ccc2c(C)ccc(O)c2n1	3	-6	0
O=C(COC(=O)c1cccnc1Cl)Nc1cc(S(=O)(=O)N2CCCCCC2)ccc1Cl	-2	-12	15
Cc1sc2nc(SCC(=O)N3CC(C)OC(C)C3)n(C)c(=O)c2c1C (centres undefined)	0	5	20
